Rpn11 block = blocks the human proteasome subunit Rpn11; O00487; hit rate 0.59% among 360,000; calls only at 20 µM; human 26S proteasome, Ub4-pepOG fluorescence polarization; 20S core pre-blocked with epoxomicin; AID 588493;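 active = inhibition at 20 µM, scaled to each plate's controls, above about 33%, limit read from the data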
MT1-MMP act inh = MT1-MMP (human) activation inhibition; AID 651647; hit rate 0.061% among 360,000; GFP/RFP ratio change, % at 20 µM; HT1080 RFP-PRO-GFP cells, GFP/RFP ratio fluorescence, overnight; percent of plate control window, DMSO zero; P50281;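 active = GFP/RFP ratio change of at least 30% with cell ATP level not reduced by more than half and red fluorescence within 50% of control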; note: strong numbers were not always called active
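Material – HT1080 RFP-PRO-GFP cells · Control set – DMSO wells and RFP-L50D-GFP cells · Incubation – overnight cell settling, then overnight compound exposure, 37 °C, 5% CO2 · Compound dosing – single-point 20 µM compound, 1% DMSO · Read-out – GFP/RFP fluorescence ratio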
Rin1 Abl inh = inhibitors of human Rin1-Abl protein interaction. hit rate 0.4% among 360,000. AID 588664. TR-FRET Rin1/Abl binding, biochemical. inhibition, % at 7.35 µM; in the data active = inhibition above about 5%, passing the limit was not always enough
FAS TE block = FAS thioesterase (human) inhibition; P49327; recombinant FAS-TE, OMFH fluorogenic substrate, fluorescence endpoint; inhibition, % at 15 µM; hit rate 0.67% among 360,000;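 active = compounds whose normalised, plate-corrected inhibition of enzyme fluorescence in the single-dose primary screen is 50% or more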;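 note: 0% = DMSO with enzyme and 100% = substrate without enzyme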
Neddylation inh = inhibitors of human cullin neddylation. hit rate 0.58% among 360,000. TR-FRET cullin neddylation, biochemical. calls only at 25 µM. P61081+Q13564. AID 651699; in the data active = inhibition above about 36%
MLLE-PAM2 inh = blocks PAM2 peptide binding to the PABP1 MLLE domain. hit rate 0.36% among 360,000. inhibition, % at 20 µM. AID 588489. GST-MLLE / FITC-PAM2 fluorescence polarization. P11940; in the data active = inhibition above about 35%, passing the limit was not always enough;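 note: plate controls were DMSO wells with GST-MLLE for no effect and wells lacking GST-MLLE protein for full effect; some results filed as inactive read as strong as hits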
NadD block = inhibitors of Staphylococcus aureus NadD | purified NadD enzyme, colorimetric absorbance read-out | inhibition, % at 20 µM | hit rate 0.78% among 360,000 | AID 602399; in the data active = inhibition above about 26%; note: some compounds past the cut are filed as inactive
SKN-1 block = blocks SKN-1 activity in C. elegans. AID 624304. hit rate 0.49% among 360,000. inhibition, % at 21.8 µM. C. elegans VP596 Pgst-4::GFP/RFP ratio, acrylamide-induced, 24 h;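 active = interference check ratio from 0.5 to 1.5 plus GFP to RFP signal ratio inhibition reaching or exceeding a fixed threshold, cut at about 30% in these data, passing the limit was not always enough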; note: some compounds called inactive have numbers as strong as hits
CSN inh = inhibitors of human CSN-mediated cullin deneddylation. hit rate 0.38% among 360,000. Purified CSN, SCF-Nedd8-OG deneddylation, fluorescence polarization. inhibition, % at 12.5 µM;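 active = pattern-corrected inhibition above about 35%, with an unprinted fluorescence ratio check between 0.5 and 1.5, limit read from the data, passing the limit was not always enough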;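 note: 0% = enzyme with substrate and 100% = substrate without enzyme; some results filed as inactive read as strong as hits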
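Test system: Human Csn5 produced in HEK293T cells | Compound: 12.5 µM single point | Times: 90 min, room temperature | Signal: Fluorescence polarization readout | Read-out basis: % inhibition of substrate cleavage by Csn5 | Controls: no-enzyme wells high, enzyme-with-substrate wells low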
The depositor's hits bear a star.

How did CC(NC(=O)CCC(=O)N1CCCCCC1)c1ccccc1 (configuration not stated) do in these assays?
Rpn11 block: inactive; MT1-MMP act inh: -3; Rin1 Abl inh: 3; FAS TE block: -7; Neddylation inh: inactive; MLLE-PAM2 inh: -11; NadD block: -3; SKN-1 block: 2; CSN inh: -4

How did COc1ccc(C2/C(=C(/O)c3cnn(-c4ccccc4)c3C)C(=O)C(=O)N2CCN(C)C)cc1OC (configuration not stated) do in these assays?
Rpn11 block: inactive; MT1-MMP act inh: -2; Rin1 Abl inh: -4; FAS TE block: -2; Neddylation inh: inactive; MLLE-PAM2 inh: 10; NadD block: -3; SKN-1 block: 0; CSN inh: -3

Results for NC(=O)C1CCCN(C(=O)c2ccc(Cl)c(S(=O)(=O)N3CCc4ccccc43)c2)C1 (configuration not stated) ?
Rpn11 block: inactive; MT1-MMP act inh: -3; Rin1 Abl inh: 2; FAS TE block: 0; Neddylation inh: inactive; MLLE-PAM2 inh: 6; NadD block: -5; SKN-1 block: -1; CSN inh: -5

What do the screens show for `O=C(O)CC(NC(=O)/C(=C/c1ccccc1)NC(=O)c1ccccc1)c1ccccc1` (configuration not stated)?
Rpn11 block: inactive; MT1-MMP act inh: -2; Rin1 Abl inh: 2; FAS TE block: -1; Neddylation inh: inactive; MLLE-PAM2 inh: 0; NadD block: -7; SKN-1 block: 1; CSN inh: 8

What do the screens show for `COc1cc(OC)c(C2C=CC(=O)CC2)c(OC)c1` (configuration not stated)?
MT1-MMP act inh: -1; FAS TE block: -6; Neddylation inh: inactive; NadD block: 6; SKN-1 block: -5; CSN inh: -1

How did CC(C)N(CCO)C(=O)C(c1ccccc1)c1ccccc1 do in these assays?
Rpn11 block: inactive; MT1-MMP act inh: 4; Rin1 Abl inh: 2; FAS TE block: -4; Neddylation inh: inactive; MLLE-PAM2 inh: 4; NadD block: 3; SKN-1 block: 1; CSN inh: -2

Results for Cc1ccc(S(=O)(=O)N(C)C)cc1NC(=O)COC(=O)Cc1ccsc1 ?
Rpn11 block: inactive; MT1-MMP act inh: 4; Rin1 Abl inh: 3; FAS TE block: -1; Neddylation inh: inactive; MLLE-PAM2 inh: -3; NadD block: -4; SKN-1 block: 8; CSN inh: 9

How did CSc1nnc(-c2ccc(Cl)cc2Cl)o1 do in these assays?
Rpn11 block: inactive; MT1-MMP act inh: 6; Rin1 Abl inh: -1; FAS TE block: -3; Neddylation inh: inactive; MLLE-PAM2 inh: -5; NadD block: 0; SKN-1 block: 20; CSN inh: 1

How did CC1=Nc2ccccc2/C1=C\c1sc(Nc2ccc(C)cc2)nc1O do in these assays?
Rpn11 block: inactive; MT1-MMP act inh: -3; Rin1 Abl inh: -1; FAS TE block: 13; Neddylation inh: inactive; MLLE-PAM2 inh: -44; NadD block: 12; SKN-1 block: 9; CSN inh: -3

How did O=C(CSc1nnc(-c2ccccc2F)n1C1CC1)NCc1ccco1 do in these assays?
Rpn11 block: inactive; MT1-MMP act inh: -2; Rin1 Abl inh: 5; FAS TE block: -4; Neddylation inh: inactive; MLLE-PAM2 inh: 4; NadD block: -5; SKN-1 block: 14; CSN inh: -2

How did O=C(CSc1ccc2ccccc2n1)NCCCN1CCCC1=O do in these assays?
Rpn11 block: inactive; MT1-MMP act inh: 1; Rin1 Abl inh: 3; FAS TE block: -9; Neddylation inh: inactive; MLLE-PAM2 inh: 6; NadD block: 2; SKN-1 block: -4; CSN inh: -2

What do the screens show for `Cn1cccc1CC(=O)N/N=C/c1ccc(Cl)cc1`?
Rpn11 block: inactive; MT1-MMP act inh: 0; Rin1 Abl inh: 0; FAS TE block: 0; Neddylation inh: inactive; MLLE-PAM2 inh: -1; NadD block: -1; SKN-1 block: 5; CSN inh: 4

How did CCCCOCCCNC(=O)CN1C(=O)c2ccccc2C1=O do in these assays?
Rpn11 block: inactive; MT1-MMP act inh: -3; Rin1 Abl inh: -4; FAS TE block: -8; Neddylation inh: inactive; MLLE-PAM2 inh: 1; NadD block: 1; SKN-1 block: 9; CSN inh: -1

How did CC(C)(C)CN1C(N)=NC[C@@H]1Cc1ccc(O)cc1 do in these assays?
Rpn11 block: inactive; MT1-MMP act inh: 3; Rin1 Abl inh: 3; FAS TE block: -13; Neddylation inh: inactive; MLLE-PAM2 inh: 3; NadD block: -6; SKN-1 block: -8; CSN inh: -4

How did Cc1ccc(-c2nc3ccccc3c(=O)n2N)cc1 do in these assays?
Rpn11 block: inactive; MT1-MMP act inh: -1; Rin1 Abl inh: 1; FAS TE block: -3; Neddylation inh: inactive; MLLE-PAM2 inh: 6; NadD block: -1; SKN-1 block: 14; CSN inh: -1

Results for O=C(NCc1cccnc1)c1cn(-c2ccccc2)nc1-c1ccccc1 ?
Rpn11 block: inactive; MT1-MMP act inh: -3; Rin1 Abl inh: 2; FAS TE block: 0; Neddylation inh: inactive; MLLE-PAM2 inh: 13; NadD block: -1; SKN-1 block: -7; CSN inh: 0

How did COc1ccc(N2C(=NC(=O)C3CCCCC3)SC3CS(=O)(=O)CC32)cc1OC (configuration not stated) do in these assays?
Rpn11 block: inactive; MT1-MMP act inh: -2; Rin1 Abl inh: 2; FAS TE block: -1; Neddylation inh: inactive; MLLE-PAM2 inh: -86; NadD block: 0; SKN-1 block: -1; CSN inh: -1

What do the screens show for `Cc1cc(NC(=O)c2ccc([N+](=O)[O-])o2)ccc1NC(=O)c1ccco1`?
Rpn11 block: inactive; MT1-MMP act inh: -3; Rin1 Abl inh: -2; FAS TE block: -14; Neddylation inh: inactive; MLLE-PAM2 inh: 18; NadD block: -1; SKN-1 block: -6; CSN inh: -5

How did CCOC(=O)C1(S(=O)(=O)c2ccc(Cl)cc2)CCN(Cc2ccc(C)cc2)CC1 do in these assays?
Rpn11 block: inactive; MT1-MMP act inh: -2; Rin1 Abl inh: -5; FAS TE block: 21; Neddylation inh: inactive; MLLE-PAM2 inh: 29; NadD block: -6; SKN-1 block: 3; CSN inh: -2

Results for CCOC(=O)c1ccc(NC(=O)Cc2coc3cc4c(cc23)CCC4)cc1 ?
Rpn11 block: inactive; MT1-MMP act inh: 2; Rin1 Abl inh: 3; FAS TE block: 34; Neddylation inh: inactive; MLLE-PAM2 inh: -6; NadD block: -3; SKN-1 block: 5; CSN inh: 3

What do the screens show for `O=C(NCCCN1CCOCC1)c1cc(-c2ccc(F)cc2)on1`?
Rpn11 block: inactive; MT1-MMP act inh: 7; Rin1 Abl inh: -4; FAS TE block: -3; Neddylation inh: inactive; MLLE-PAM2 inh: -5; NadD block: 0; SKN-1 block: -6; CSN inh: -2

What do the screens show for `CCC1CCCCN1C(=O)CSc1nnc(-c2cccc(Cl)c2)o1` (configuration not stated)?
Rpn11 block: inactive; MT1-MMP act inh: -1; Rin1 Abl inh: -4; FAS TE block: 9; Neddylation inh: inactive; MLLE-PAM2 inh: -118; NadD block: -5; SKN-1 block: 8; CSN inh: 0

What do the screens show for `O=C(COc1ccccc1)N(Cc1ccco1)c1ccc(O)cc1`?
Rpn11 block: inactive; MT1-MMP act inh: -3; Rin1 Abl inh: 2; FAS TE block: -4; Neddylation inh: inactive; MLLE-PAM2 inh: -9; NadD block: -1; SKN-1 block: 9; CSN inh: 1

How did Cc1cc(C)cc(OCCn2nnc3ccccc32)c1 do in these assays?
Rpn11 block: inactive; MT1-MMP act inh: 2; Rin1 Abl inh: 0; FAS TE block: 6; Neddylation inh: inactive; MLLE-PAM2 inh: 8; NadD block: -5; SKN-1 block: 8; CSN inh: 3

Results for Cc1ccc(S(=O)(=O)N[C@H](C(=O)OCC(=O)NC(=O)C2CCCCC2)C(C)C)cc1 ?
Rpn11 block: inactive; MT1-MMP act inh: 1; Rin1 Abl inh: 1; FAS TE block: 4; Neddylation inh: inactive; MLLE-PAM2 inh: 14; NadD block: -4; SKN-1 block: -1; CSN inh: 0

Results for COc1ccc(C2=NN(S(C)(=O)=O)C(c3cccs3)C2)cc1OC (configuration not stated) ?
Rpn11 block: inactive; MT1-MMP act inh: -1; Rin1 Abl inh: 5; FAS TE block: -5; Neddylation inh: inactive; MLLE-PAM2 inh: 0; NadD block: -3; SKN-1 block: 3; CSN inh: 1

How did COc1ccc(S(=O)(=O)N2CCC(C(=O)NCCc3ccc4c(c3)OCO4)CC2)cc1 do in these assays?
Rpn11 block: inactive; MT1-MMP act inh: 0; Rin1 Abl inh: 1; FAS TE block: -1; Neddylation inh: inactive; MLLE-PAM2 inh: -3; NadD block: -6; SKN-1 block: -6; CSN inh: 7

What do the screens show for `CC1(C)Cc2ccccc2C(/C(=N\Nc2cccc(Cl)c2)C(N)=O)=N1`?
Rpn11 block: inactive; MT1-MMP act inh: 0; Rin1 Abl inh: -2; FAS TE block: 35; Neddylation inh: inactive; MLLE-PAM2 inh: 16; NadD block: 4; SKN-1 block: 9; CSN inh: -4

Results for O=C(Nc1c(C(=O)N2CCOCC2)cnn1-c1ccccc1)c1ccc([N+](=O)[O-])cc1 ?
Rpn11 block: inactive; MT1-MMP act inh: -3; Rin1 Abl inh: -2; FAS TE block: 52*; Neddylation inh: inactive; MLLE-PAM2 inh: -2; NadD block: -5; SKN-1 block: 0; CSN inh: 0

How did CC(C)(C)c1ccc(C(=O)NCCC(=O)NNC(=O)COc2ccccc2F)cc1 do in these assays?
Rpn11 block: inactive; MT1-MMP act inh: 6; Rin1 Abl inh: 1; FAS TE block: 4; Neddylation inh: inactive; MLLE-PAM2 inh: 4; NadD block: 1; SKN-1 block: -2; CSN inh: 2

Arranged by molar mass (lowest first): part of the list above.
Results for COc1ccc(C2=NN(S(C)(=O)=O)C(c3cccs3)C2)cc1OC (configuration not stated) ?
Rpn11 block: inactive; MT1-MMP act inh: -1; Rin1 Abl inh: 5; FAS TE block: -5; Neddylation inh: inactive; MLLE-PAM2 inh: 0; NadD block: -3; SKN-1 block: 3; CSN inh: 1

Results for O=C(Nc1c(C(=O)N2CCOCC2)cnn1-c1ccccc1)c1ccc([N+](=O)[O-])cc1 ?
Rpn11 block: inactive; MT1-MMP act inh: -3; Rin1 Abl inh: -2; FAS TE block: 52*; Neddylation inh: inactive; MLLE-PAM2 inh: -2; NadD block: -5; SKN-1 block: 0; CSN inh: 0

Results for Cc1ccc(S(=O)(=O)N[C@H](C(=O)OCC(=O)NC(=O)C2CCCCC2)C(C)C)cc1 ?
Rpn11 block: inactive; MT1-MMP act inh: 1; Rin1 Abl inh: 1; FAS TE block: 4; Neddylation inh: inactive; MLLE-PAM2 inh: 14; NadD block: -4; SKN-1 block: -1; CSN inh: 0

How did COc1ccc(S(=O)(=O)N2CCC(C(=O)NCCc3ccc4c(c3)OCO4)CC2)cc1 do in these assays?
Rpn11 block: inactive; MT1-MMP act inh: 0; Rin1 Abl inh: 1; FAS TE block: -1; Neddylation inh: inactive; MLLE-PAM2 inh: -3; NadD block: -6; SKN-1 block: -6; CSN inh: 7

Screens as filed in PubChem BioAssay.
